Screening data: PubChem BioAssay, several laboratories
NPY-Y1 PAM-ag: potentiators or agonists of human neuropeptide Y receptor Y1; activation, % at 3.6 µM; AID 1304; NPY-Y1 expressing cells, potentiator/agonist activation; 220,000 compounds, 0.37% hits; in the data active = activation above about 33%, passing the limit was not always enough;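 also: cells stimulated with NPY at EC10 then isoproterenol at EC100; 0% = low agonist plus stimulus and 100% = saturating agonist plus stimulus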
NPY-Y2 PAM-ag: human NPY-Y2 potentiation or agonism, primary screen; cells expressing NPY-Y2, potentiator/agonist read-out; activation, % at 3.6 µM; 220,000 compounds, 0.45% hits; in the data active = activation above about 27%;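 also: cells stimulated with NPY near EC25 plus isoproterenol at EC100; 0% = vehicle plus submaximal agonist and 100% = vehicle plus saturating agonist; some results beyond the cut were filed as inactive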
S1P4 antag: antagonists of human S1P4 receptor. S1P4-expressing cells, antagonist mode, reporter read-out. inhibition, % at 4.98 µM. 220,000 compounds, 0.26% hits; in the data active = inhibition above about 29%;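 also: 0% = wells stimulated with agonist and 100% = vehicle wells without agonist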
eIF4E-4G inh: eIF4E/eIF4G interaction inhibition in translation initiation | TR-FRET eIF4E-eIF4GI(517-606) binding, 2 h | 220,000 compounds, 0.37% hits | AID 782 | inhibition, % at 21.7 µM;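 active = inhibition above about 30%, limit read from the data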;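 also: 0% = full FRET control wells and 100% = background wells lacking eIF4GI fragment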
Target sequence (P63073 whole entry, looked up, the tested form may be a part): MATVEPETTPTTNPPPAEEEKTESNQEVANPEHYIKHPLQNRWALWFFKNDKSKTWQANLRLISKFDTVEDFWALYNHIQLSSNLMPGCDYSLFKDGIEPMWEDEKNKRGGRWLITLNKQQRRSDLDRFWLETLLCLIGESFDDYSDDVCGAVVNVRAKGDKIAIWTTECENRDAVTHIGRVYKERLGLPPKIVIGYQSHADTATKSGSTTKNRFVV
Target sequence (Q04637 whole entry, looked up, the tested form may be a part): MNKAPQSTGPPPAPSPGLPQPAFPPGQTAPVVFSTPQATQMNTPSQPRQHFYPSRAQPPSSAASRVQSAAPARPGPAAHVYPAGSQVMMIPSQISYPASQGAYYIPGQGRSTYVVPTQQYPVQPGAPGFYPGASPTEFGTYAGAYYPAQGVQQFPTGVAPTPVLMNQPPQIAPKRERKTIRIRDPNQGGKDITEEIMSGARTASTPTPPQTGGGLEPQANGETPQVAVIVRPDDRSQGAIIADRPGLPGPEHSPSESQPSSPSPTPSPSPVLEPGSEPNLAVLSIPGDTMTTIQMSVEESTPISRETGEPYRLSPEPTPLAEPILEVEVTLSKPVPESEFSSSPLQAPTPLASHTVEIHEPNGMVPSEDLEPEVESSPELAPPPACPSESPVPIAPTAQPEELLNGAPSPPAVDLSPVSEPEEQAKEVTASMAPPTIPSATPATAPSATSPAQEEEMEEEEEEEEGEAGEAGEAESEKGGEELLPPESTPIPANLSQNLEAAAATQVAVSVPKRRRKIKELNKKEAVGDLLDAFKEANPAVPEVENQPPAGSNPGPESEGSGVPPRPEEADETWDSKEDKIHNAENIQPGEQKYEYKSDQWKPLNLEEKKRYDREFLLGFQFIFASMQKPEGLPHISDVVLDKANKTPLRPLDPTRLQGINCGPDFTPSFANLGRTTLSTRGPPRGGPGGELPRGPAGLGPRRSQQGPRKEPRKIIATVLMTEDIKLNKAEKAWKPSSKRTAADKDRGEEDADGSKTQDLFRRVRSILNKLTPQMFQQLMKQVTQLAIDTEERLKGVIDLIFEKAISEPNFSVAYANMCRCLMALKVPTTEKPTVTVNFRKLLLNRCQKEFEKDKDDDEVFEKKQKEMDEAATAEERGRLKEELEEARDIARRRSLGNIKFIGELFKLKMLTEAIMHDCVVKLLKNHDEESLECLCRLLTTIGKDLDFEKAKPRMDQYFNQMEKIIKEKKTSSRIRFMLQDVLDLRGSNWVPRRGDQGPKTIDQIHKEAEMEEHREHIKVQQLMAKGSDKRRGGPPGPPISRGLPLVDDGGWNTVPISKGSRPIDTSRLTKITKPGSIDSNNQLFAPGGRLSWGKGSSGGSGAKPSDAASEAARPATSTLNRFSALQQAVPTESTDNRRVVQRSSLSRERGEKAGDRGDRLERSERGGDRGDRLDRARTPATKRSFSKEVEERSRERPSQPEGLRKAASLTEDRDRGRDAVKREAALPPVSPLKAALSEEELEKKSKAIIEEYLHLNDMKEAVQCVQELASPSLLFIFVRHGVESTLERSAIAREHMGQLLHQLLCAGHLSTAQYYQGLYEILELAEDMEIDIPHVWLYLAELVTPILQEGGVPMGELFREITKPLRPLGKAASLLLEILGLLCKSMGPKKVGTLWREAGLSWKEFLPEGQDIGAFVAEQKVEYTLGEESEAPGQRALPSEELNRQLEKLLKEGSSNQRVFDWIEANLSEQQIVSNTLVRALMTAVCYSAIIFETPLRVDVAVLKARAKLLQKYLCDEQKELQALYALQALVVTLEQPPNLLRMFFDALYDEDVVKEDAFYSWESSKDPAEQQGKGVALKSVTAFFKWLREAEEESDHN
NPY Y1 blocker: NPY-Y1 (human) receptor antagonism | P25929 | 200,000 compounds, 1% hits | inhibition, % at 3.6 µM | AID 1040 | HEK293-CNG Y1 cells, membrane potential fluorescence; NPY at EC95, then isoproterenol;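 active = inhibition above the campaign mean inhibition of all tested compounds plus 3 SD, cut at about 20% in these data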;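 also: 0% = DMSO wells given NPY plus isoproterenol and 100% = isoproterenol alone without NPY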
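System: HEK293 cells with Y1 receptor plus CNG channel / Probe or stimulus: NPY 25 nM then isoproterenol 1 µM plus Ro 20-1724 25 µM / Compound: one concentration, 3.6 µM, in 0.4% DMSO / Schedule: compound incubation 1 h at room temperature, readout 45 min post-stimulation / Measured by: membrane potential fluorescence / Read-out: % inhibition of NPY effect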
S1P4 agonist: agonists of human S1P4 receptor; AID 1509; activation, % at 4.98 µM; 220,000 compounds, 0.35% hits; O95977; S1P4-expressing cell line, agonist reporter assay; in the data active = activation above about 11%;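 also: 0% = DMSO vehicle and 100% = reference agonist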
EP2 antag: EP2 receptor (human) inhibition | inhibition, % at 25 µM | 260,000 compounds, 0.52% hits | AID 1422 | C6 glioma cells expressing human EP2, cAMP TR-FRET; cells stimulated with saturating PGE2;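 active = percent inhibition above 40 after rounding to a whole number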;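 also: rat C6 glioma host cells with rolipram phosphodiesterase inhibitor present; the protocol text gives 20 µM as final concentration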
EP2 modulator: modulates human prostaglandin E2 receptor EP2 signaling. P43116. EP2-expressing cells, cAMP HTRF FRET, PGE2 co-stimulation. induction, % at 25 µM. 260,000 compounds, 0.83% hits;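 active = compounds whose cAMP rise, as percent of the full-agonist control response, exceeds 60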;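 also: rat C6 glioma line stably carrying human EP2 under a CMV promoter; the protocol text gives 20 µM as final concentration; 100% = response of wells given 1 µM PGE2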
p97 inhibitor: human p97 ATPase inhibition. inhibition, % at 8 µM. recombinant p97 ATPase, Kinase-Glo ATP luminescence, 3 h. P55072. AID 1481. 220,000 compounds, 0.42% hits; in the data active = inhibition above about 15%;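 also: 0% = DMSO vehicle and 100% = wells lacking enzyme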
Starred values were filed as active, the others as inactive; . = not tested or not shown; & = joins results of further samples; [ ] = remark or other dose.

SMILES	NPY-Y1 PAM-ag	NPY-Y2 PAM-ag	S1P4 antag	eIF4E-4G inh	NPY Y1 blocker	S1P4 agonist	EP2 antag	EP2 modulator	p97 inhibitor
NS(=O)(=O)c1ccc(N=Nc2c(-c3ccccc3)[nH]n(-c3nc(-c4ccccc4)cs3)c2=O)cc1	19	16	-7	1[fluorescence artefact?]	-5	1.3	6	-9	3
Cc1ccc(-c2ccccc2[C@@H]2C[C@H]3CN(C)C(=O)[C@]34CCCN24)o1	9	11	1	1	8	1.0	7	7	1
COc1ccc(NC(=O)C2CCCCN2S(=O)(=O)c2ccc(F)cc2)cc1 (configuration not stated)	-2	1	2	4	7	-0.5	5	2	3
Cc1ccc(C(=S)N2CCN(Cc3ccccc3)CC2)s1	9	7	-15	-4	-2	-0.9	8	-37	-1
COc1ccc(C/C(N)=N/OC(=O)c2cccc([N+](=O)[O-])c2)cc1	-38	-14	-7	3[fluorescence artefact?]	0	0.7	6	-45	0
Oc1cccc(CN2CCCCC2)c1	11	9	-16	-7	-7	1.1	11	13	1
CCOC1(c2ccccc2)OC(=O)c2ccccc21 (configuration not stated)	-17	7	-7	4	-2	2.5	6	43	3
CN(Cc1ccccc1)C(=O)CC(c1ccccc1)c1cc(Cl)ccc1O (configuration not stated)	21	19	-10	4	3	0.3	.	61*	-3
COc1ccccc1-n1c(CNC(=O)c2ccco2)nnc1SCC(=O)Nc1nccs1	7	-2	-12	-2	1	0.1	11	14	1
CCc1cccc(NC(=O)C2CCCC2)c1	-17	-18	2	8[fluorescence artefact?]	3	0.7	7	3	-5
Cc1ccccc1NC(=O)CN1C(=O)S/C(=C\c2ccc(-c3cccc(C(=O)O)c3C)o2)C1=O	-3	16	-10	2	-1	1.2	6	2	5
Cc1ccc(/C=C2\SC(=S)N(CCCC(=O)Nc3nccs3)C2=O)cc1	21	-8	-9	1	4	0.8	12	11	4
COc1ccc(NC(=S)NCc2cccs2)cc1OC	0	-17	-11	2	3	4.5	10	-2	5
COc1ccc2cnn(CCOc3ccccc3)c(=O)c2c1OC	-5	-12	-6	-9	3	-0.4	10	-7	-8
CC(C)(C)NC(=O)c1ccc(NC(=O)C2COc3ccccc3O2)cc1 (configuration not stated)	21	1	-4	-9	2	-1.3	10&17	-10&-80	4
CC(C)c1ccc(C2C3=C(COC3=O)Nc3cc4c(cc32)OCO4)cc1 (configuration not stated)	18	10	4	-2	7	-0.1	3	16	3
Cc1ccccc1NC(=O)CSc1nnc(Cc2ccccc2)o1	-12	3	-18	1	2	3.1	15	10	1
O=C(CCl)Nc1cn(-c2ccccc2)nc1-c1ccc(F)cc1	1	17	-3	-1	2	-0.4	5	24	17*
C/C(=N\NC(=O)c1cc(-c2cccnc2)nc2ccccc12)c1ccccc1O	-33	-12	-14	-2	4	1.6	12	24	3
O=C(Nc1cnccn1)c1ccncc1	-4	18	-2	-8[fluorescence artefact?]	-3	1.8	2	23	7
Cc1ccc(OCC(O)Cn2c(N)nc3c2c(=O)n(C)c(=O)n3C)cc1 (configuration not stated)	-8	-11	7	1	-7	-1.1	8	4	1
CN(C)S(=O)(=O)c1ccc(N2CCCC2)c(C(=O)Nc2nc(-c3ccc(F)c(F)c3)cs2)c1	2	3	-10	3	1	1.2	8	26	6
O=C(NCc1cccnc1)c1ccc(COc2ccc(Cl)cc2Cl)o1	9	7	12	2	-5	0.1	7	-34	-2
N#C/C(=N\Nc1cccc(F)c1)C(=O)C1CC1	9	11	-13	1	.	3.9	2	-20	6
Cc1ccc(C(=O)N(CC(=O)NC2CCCC2)c2ccc3c(c2)OCCO3)s1	-2	-2	14	-3	6	-0.3	13&4	29&-8	0

An excerpt from above in order of number of heavy atoms, smallest number first:
SMILES	NPY-Y1 PAM-ag	NPY-Y2 PAM-ag	S1P4 antag	eIF4E-4G inh	NPY Y1 blocker	S1P4 agonist	EP2 antag	EP2 modulator	p97 inhibitor
O=C(NCc1cccnc1)c1ccc(COc2ccc(Cl)cc2Cl)o1	9	7	12	2	-5	0.1	7	-34	-2
CC(C)c1ccc(C2C3=C(COC3=O)Nc3cc4c(cc32)OCO4)cc1 (configuration not stated)	18	10	4	-2	7	-0.1	3	16	3
C/C(=N\NC(=O)c1cc(-c2cccnc2)nc2ccccc12)c1ccccc1O	-33	-12	-14	-2	4	1.6	12	24	3

The list continues:
SMILES	NPY-Y1 PAM-ag	NPY-Y2 PAM-ag	S1P4 antag	eIF4E-4G inh	NPY Y1 blocker	S1P4 agonist	EP2 antag	EP2 modulator	p97 inhibitor
CC(C)N(C)CCOC(=O)c1ccc2c(c1)OCCO2	-9	0	0	1	4	1.6	6	1	3
CC1CCCCN1Cc1nc2c(c(=O)n(C)c(=O)n2C)n1Cc1c(F)cccc1Cl (configuration not stated)	-6	-19	15	2	2	-0.6	7	-6	-5
CN(CC(=O)Nc1cccnc1)S(=O)(=O)c1cc(Cl)ccc1Cl	-21	-12	15	-2	5	0.0	8	23	0
CCCCNC(=S)N/N=C/c1cccc(OCC)c1O	18	-16	13	1	.	-0.7	5	-18	4
Cc1cc(C)c(NC(=S)N(CCc2ccncc2)C(C)C)c(C)c1	-13	-12	10	-3	-1	-0.6	4	15	3
O=C(CSc1ccc2nnc(-c3cccnc3)n2n1)NCC1CCCO1 (configuration not stated)	12	9	-2	-5[fluorescence artefact?]	-1	0.1	8	20	3
Cc1ccc2nc(NC(=O)CSc3nncc(=O)n3N)sc2c1	8	9	-5	-31	-3	0.9	1	5	-5
O=c1c(Cl)c(NS(=O)(=O)c2ccccc2)cnn1-c1ccccc1	-7	15	9	0	.	-0.7	19	35	5
COc1ccccc1CCNS(=O)(=O)c1ccc(C(=O)O)n1C	7	0	2	1	.	1.0	7	-4	1
Cc1ccc(C(=O)CNc2ccc(Br)cc2)cc1	-5	-11	2	-5	-4	0.1	3	14	3
Clc1ncccc1-c1nnn(-c2ccccc2Br)n1	14	-3	-16	-4	0	2.6	4	-39	3
CC1=C(C(=O)Nc2ccccn2)C(c2ccc(Cl)cc2)NC(=S)N1 (configuration not stated)	1	4	-15	-1	-3	1.2	8	-5	-2
CC(=O)c1ccc(N/C=C\C(=O)c2ccc(C)cc2)cc1	8	-2	9	-3	0	0.2	5	8	3
Cc1ccc(N2C(=O)CC3(CC4C=CC3C4)C2=O)cc1 (configuration not stated)	-1	-5	4	-5[fluorescence artefact?]	0	1.3	4	13	-3
COc1ccc(S(=O)(=O)N2C3CCC2CC(NC(=O)NC2CCCCC2)C3)cc1 (configuration not stated)	8	6	-11	-3	-1	-1.6	15	-4	-3
COc1ccc(CCN(Cc2cc3cc(C)ccc3[nH]c2=O)C(C)=O)cc1OC	-2	5	4	0	2	-1.6	3	6	4
CN(C)/C=N/c1ncn(-c2ncc(C(F)(F)F)cc2Cl)n1	-3	0	-12	4	-2	1.2	3	27	4
N#C/C(=C\c1ccc(Sc2ccccc2)o1)c1nc2ccccc2[nH]1	-5	2	-26	5	-2	0.3	14	-39	1
COC(=O)C1=C(C)N(C)C(C)=C(C(=O)OC)C1c1ccc(C(=O)OC)cc1	-13	12	-4	-2	14	-0.8	11	48	-1
O=C(COC(=O)CCc1nc2ccccc2c(=O)[nH]1)NCc1ccc(F)cc1	-17	102*	2	1	.	0.4	6	6	0
COc1cc(C(=O)N/C(=C\c2cn(C)c3ccccc23)C(=O)NCCCO)cc(OC)c1OC	0	4	-17	-2	0	0.0	2	4	-4
Nc1sccc1C(=O)c1ccccc1	-11	9	0	-3	0	-1.6	16	3	4
COc1ccc(CCn2c(C)cc(C(=O)CCl)c2C)cc1OC	9	-14	-13	-5	2	-1.1	3	-29	-2
O=C(CCSc1ccccc1)Nc1nc2c(s1)COc1ccccc1-2	-11	-9	9	-1	2	1.5	19	-47	3
CCOC(=O)Cc1csc(NC(=O)Cc2ccc([N+](=O)[O-])cc2)n1	4	4	-20	-6	2	-1.7	4	4	5

Ordered by length of the SMILES (rising): 14 of the compounds above.
SMILES	NPY-Y1 PAM-ag	NPY-Y2 PAM-ag	S1P4 antag	eIF4E-4G inh	NPY Y1 blocker	S1P4 agonist	EP2 antag	EP2 modulator	p97 inhibitor
Nc1sccc1C(=O)c1ccccc1	-11	9	0	-3	0	-1.6	16	3	4
O=C(Nc1cnccn1)c1ccncc1	-4	18	-2	-8[fluorescence artefact?]	-3	1.8	2	23	7
Cc1ccccc1NC(=O)CSc1nnc(Cc2ccccc2)o1	-12	3	-18	1	2	3.1	15	10	1
COc1ccc(CCn2c(C)cc(C(=O)CCl)c2C)cc1OC	9	-14	-13	-5	2	-1.1	3	-29	-2
COc1ccccc1CCNS(=O)(=O)c1ccc(C(=O)O)n1C	7	0	2	1	.	1.0	7	-4	1
CN(C)/C=N/c1ncn(-c2ncc(C(F)(F)F)cc2Cl)n1	-3	0	-12	4	-2	1.2	3	27	4
O=c1c(Cl)c(NS(=O)(=O)c2ccccc2)cnn1-c1ccccc1	-7	15	9	0	.	-0.7	19	35	5
CC(C)c1ccc(C2C3=C(COC3=O)Nc3cc4c(cc32)OCO4)cc1 (configuration not stated)	18	10	4	-2	7	-0.1	3	16	3
CCOC(=O)Cc1csc(NC(=O)Cc2ccc([N+](=O)[O-])cc2)n1	4	4	-20	-6	2	-1.7	4	4	5
O=C(COC(=O)CCc1nc2ccccc2c(=O)[nH]1)NCc1ccc(F)cc1	-17	102*	2	1	.	0.4	6	6	0
CC1CCCCN1Cc1nc2c(c(=O)n(C)c(=O)n2C)n1Cc1c(F)cccc1Cl (configuration not stated)	-6	-19	15	2	2	-0.6	7	-6	-5
COC(=O)C1=C(C)N(C)C(C)=C(C(=O)OC)C1c1ccc(C(=O)OC)cc1	-13	12	-4	-2	14	-0.8	11	48	-1
COc1cc(C(=O)N/C(=C\c2cn(C)c3ccccc23)C(=O)NCCCO)cc(OC)c1OC	0	4	-17	-2	0	0.0	2	4	-4
CN(C)S(=O)(=O)c1ccc(N2CCCC2)c(C(=O)Nc2nc(-c3ccc(F)c(F)c3)cs2)c1	2	3	-10	3	1	1.2	8	26	6

Additional entries
SMILES	NPY-Y1 PAM-ag	NPY-Y2 PAM-ag	S1P4 antag	eIF4E-4G inh	NPY Y1 blocker	S1P4 agonist	EP2 antag	EP2 modulator	p97 inhibitor
O=C(NC1CCCC1)c1cccc(Cl)c1	3	6	-4	-3	1	-1.8	6	-2	3
N#Cc1ccccc1NC(=O)COC(=O)c1ccc(S(=O)(=O)N2CCCC2)cc1	8	6	-7	1[fluorescence artefact?]	3	0.0	15	3	3
CCOc1ccc(-c2[nH]nc3c2C(c2cccnc2)C(C#N)=C(N)O3)cc1 (configuration not stated)	10	-12	1	-5	-3	1.3	15	3	0
COc1cc(C#CC#CCN2CCCCC2)ccc1O	-5	8	-27	13[fluorescence artefact?]	6	0.2	4	-9	2
CCCc1[nH]n(-c2ccc(F)cc2)c(=O)c1C=NCC1CCCO1 (configuration not stated)	13	-10	10	-1	-6	0.2	-1	-9	5
CC(=O)c1cccc(NC(=O)Nc2ccc(C(=O)N3CCOCC3)cc2)c1	-27	-2	-21	5	-1	1.1	12	10	-8

Some of the compounds tested; rates above refer to the full screens.
